STK33 kinase inh: inhibitors of purified STK33 kinase, primary screen, biochemical, ADP-Glo luminescence, homogeneous, cell-free; Serine/threonine-protein kinase 33 (Homo sapiens), Q9BYT3; MBP phosphorylation; inhibition, % at 10 µM; 0.073% of 320,000 active; AID 2661, 2010;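 active = inhibition at or above 25%, using the most active replicate where run in duplicate; inactive = inhibition below 25%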
Target sequence (Q9BYT3 whole entry, looked up): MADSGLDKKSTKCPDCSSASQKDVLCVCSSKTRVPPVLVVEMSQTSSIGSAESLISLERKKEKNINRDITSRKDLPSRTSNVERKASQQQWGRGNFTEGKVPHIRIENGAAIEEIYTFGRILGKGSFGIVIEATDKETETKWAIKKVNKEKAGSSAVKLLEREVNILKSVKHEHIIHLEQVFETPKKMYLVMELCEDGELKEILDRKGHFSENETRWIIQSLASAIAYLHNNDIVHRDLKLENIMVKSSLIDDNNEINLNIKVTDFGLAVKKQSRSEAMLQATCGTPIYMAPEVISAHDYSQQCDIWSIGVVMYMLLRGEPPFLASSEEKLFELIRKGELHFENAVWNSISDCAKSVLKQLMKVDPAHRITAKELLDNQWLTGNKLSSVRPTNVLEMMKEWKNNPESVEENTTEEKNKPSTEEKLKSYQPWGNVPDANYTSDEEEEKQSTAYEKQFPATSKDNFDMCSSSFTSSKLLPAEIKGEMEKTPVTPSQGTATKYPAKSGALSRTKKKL
OX1R FRET antag: antagonists of human orexin 1 receptor (OX1R). Orexin/Hypocretin receptor type 1 (Homo sapiens), O43613. OX1R-expressing cells, FRET antagonist read-out. inhibition, % at 6.6 µM. 1.8% of 330,000 active; in the data active = inhibition mostly above about 38%, no sharp cut-off; inactive = mostly below about 40%;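 note: 0% = agonist challenge alone and 100% = reference antagonist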
Target sequence (O43613 whole entry, looked up): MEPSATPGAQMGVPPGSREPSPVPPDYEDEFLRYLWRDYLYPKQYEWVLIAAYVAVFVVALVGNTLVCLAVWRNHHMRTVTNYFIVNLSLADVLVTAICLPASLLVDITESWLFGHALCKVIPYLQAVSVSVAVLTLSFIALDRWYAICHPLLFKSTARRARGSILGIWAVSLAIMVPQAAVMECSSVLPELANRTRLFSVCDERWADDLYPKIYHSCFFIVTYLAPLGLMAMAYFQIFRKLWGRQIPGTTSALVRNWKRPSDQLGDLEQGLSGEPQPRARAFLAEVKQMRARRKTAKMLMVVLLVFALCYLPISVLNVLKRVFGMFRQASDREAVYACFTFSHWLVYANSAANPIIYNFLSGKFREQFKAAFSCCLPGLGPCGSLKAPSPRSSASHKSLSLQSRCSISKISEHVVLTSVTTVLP
The depositor's hits bear a star; . = no result given.

The first 2 entries, to show the layout:
item	molecule	STK33 kinase inh	OX1R FRET antag
1	COc1ccc(C(=O)/C=C/c2ccc(OC)c(COc3ccc(F)cc3)c2)cc1	-0.8	3.4
2	O=S(=O)(O)c1nc2ccccc2n1CCOc1ccccc1	0.1	-2.0

Results, previewed entries included:
item	molecule	STK33 kinase inh	OX1R FRET antag
1	COc1ccc(C(=O)/C=C/c2ccc(OC)c(COc3ccc(F)cc3)c2)cc1	-0.8	3.4
2	O=S(=O)(O)c1nc2ccccc2n1CCOc1ccccc1	0.1	-2.0
3	Cc1noc(C)c1COC(=O)/C=C/c1ccccc1Cl	-0.4	3.1
4	CCOC(=O)N1CCN(S(=O)(=O)Cc2ccccc2)CC1	0.3	20.8
5	CC(C)Cn1c(-c2csc3c2CCCC3)n[nH]c1=S	-1.7	15.3
6	CCCC12C(=O)C(C)(C(c3ccccc3)=C1c1ccccc1)C1C(=O)N(c3ccc(C)cc3)C(=O)C12 (stereo not drawn)	-0.6	-0.7
7	Nn1c(SCc2ccccc2F)nnc1-c1cccnc1	-1.0	10.6
8	CN(CC(=O)Nc1cccc(F)c1)C(=O)/C=C/c1cc(Br)ccc1OC(F)F	-0.6	13.1
9	O=C(CSc1cccc[n+]1[O-])NC1CCCCCCC1	0.9	19.9
10	COc1ccc2occ(C(=O)c3ccccc3)c2c1	-1.9	8.9
11	C[C@@H](C(=O)Nc1nc2ccc(F)cc2s1)N1C(=O)C2CC=CCC2C1=O (stereo partly drawn)	0.0	61.2
12	COc1ccc2cc(C(=O)C3CCCN(C(=O)CCc4ccccn4)C3)ccc2c1 (stereo not drawn)	-2.1	20.3
13	COc1ccc2oc(C(=O)OCC(=O)NC3(C#N)CCCC3)c(C)c2c1	-1.5	2.0
14	O=C(N/N=C/c1ccc(-c2ccccc2[N+](=O)[O-])o1)c1cccnc1	2.8	34.1
15	Cc1ccc(NC(=O)CN(C)C(=O)c2cccc(S(=O)(=O)NCc3cccs3)c2)cc1	0.9	14.5

Going on with the list:
item	molecule	STK33 kinase inh	OX1R FRET antag
16	C=CCOc1ccccc1/C=c1\sc2nc(-c3oc4ccccc4c3C)nn2c1=O	-2.2	8.3
17	COc1ccc(CCNC(=O)COC(=O)c2cnc(Cl)c(Cl)c2)cc1	0.4	8.3
18	CSCCC1NC2(C(=O)Nc3c(C)cc(Cl)cc32)[C@@H]2C(=O)N(C3CCCC3)C(=O)[C@H]12 (stereo partly drawn)	-0.2	6.1
19	COC(=O)C1=C(C)Nc2ncnn2C1c1ccco1 (stereo not drawn)	-1.2	10.5
20	Clc1ccc(-c2cn3nc4c(nc3n2)CCCC4)cc1	-0.1	58.0
21	CN(Cc1ccccc1)c1nc2c(c(=O)[nH]c(=O)n2C)n1CCOc1ccccc1	-0.5	6.8
22	Cc1ccc(S(=O)Cc2ccc(C(=O)N3CCN(C4CCCCC4)CC3)o2)cc1 (stereo not drawn)	-0.6	1.7
23	CCCNC(=O)C(Cc1ccccc1)NC(=O)c1cccc([N+](=O)[O-])c1 (stereo not drawn)	-1.9	20.8
24	O=C(/C=C/c1ccc(OCCCF)cc1)NCc1ccc(Cl)cc1	-1.6	31.3
25	Fc1ccccc1-n1[nH]nnc1=S	-0.2	16.4
26	Cc1ccc(C(=O)Nc2ccc(C(=O)N/N=C/c3ccncc3)cc2)cc1	-0.5	15.9
27	Cc1nn(C)c(-c2n[nH]c(=S)n2-c2ccccc2)c1Cl	0.0	13.4
28	COc1cc(Cl)ccc1OCc1cc(C(=O)NCC(C)c2ccccc2)no1 (stereo not drawn)	0.4	14.3
29	CN1CCN(CC(=O)N2N=C(c3cccs3)CC2c2ccco2)CC1 (stereo not drawn)	-1.7	12.9
30	O=C(CN1C(=O)c2ccccc2C1=O)Nc1cccc2cccnc12	-0.7	11.9

(next part)
item	molecule	STK33 kinase inh	OX1R FRET antag
31	COc1cccc(C(=O)Oc2c(CN3CCOCC3)cc(Cl)c3cccnc23)c1	-3.6	-1.6
32	O=C(Cn1ncc2c3ccccc3n(Cc3ccccc3)c2c1=O)NCc1ccccn1	4.2	20.5
33	Cc1ccccc1NC(=O)/C(=C/c1ccco1)c1ccccc1	0.3	27.0
34	O=C(NCCCCCCNC(=O)c1cccs1)c1cccs1	-1.2	7.0
35	O=C(COc1ccc(-n2cnnn2)cc1)Nc1ccc(F)c(F)c1F	-0.9	1.8
36	COc1ccccc1C(=O)NC(CCSC)C(=O)N1CCN(C/C=C/c2ccccc2)CC1 (stereo not drawn)	-3.0	14.1
37	CC(C)(C)OC(=O)N1CC2Cc3[nH]c(=O)ccc3C(C2)C1 (stereo not drawn)	-0.4	2.6
38	NCCSc1c(-c2ccccc2)[nH]c2ccccc12	1.6	2.5
39	Cc1cc(C)cc(OCC(=O)Nc2cnn(CCCC(=O)O)c2)c1	-3.0	8.0
40	CC(c1ccccc1)n1c(-c2ccncc2)n[nH]c1=S (stereo not drawn)	1.4	11.0
41	Cc1ccccc1NC(=O)Cc1nc(-c2c[nH]c(C(=O)N3CCCC3)c2)cs1	-0.3	2.6
42	C=CCn1c(SCC(=O)NCCCC(=O)OCC)nc2scc(-c3ccco3)c2c1=O	-0.2	14.3
43	Oc1ccc(-c2n[nH]c(=S)n2-c2ccc3c(c2)OCCO3)c(O)c1	0.4	8.2
44	N#Cc1nc(-c2ccc(OCc3ccccc3)cc2)oc1NCc1cccnc1	-1.7	61.5
45	CC(C)C(=O)NC(=O)[C@@H]1CCCN1C(=O)/C=C/c1ccccc1	-0.8	21.8

More compounds:
item	molecule	STK33 kinase inh	OX1R FRET antag
46	COc1ccc(CCNC(=O)COC(=O)Cc2cc(OC)c(OC)c(OC)c2)cc1	-1.2	8.4
47	Cn1c(CNC2CCCCC2)nc2ccccc21	-1.1	13.2
48	NC(=O)Nc1ccccc1C(=O)NCCc1ccccc1	-0.6	18.7
49	CCCCNC(C(=O)Nc1cccc(S(=O)(=O)N2CCOCC2)c1)c1ccccc1 (stereo not drawn)	-1.3	26.1
50	CCOC(=O)NC(=O)COC(=O)c1ccc(Sc2ncn[nH]2)c([N+](=O)[O-])c1	-2.0	38.2
51	Cc1cccn2cc(-c3cccc(S(=O)(=O)N4CCCCC4)c3)nc12	-2.0	30.1
52	CCOc1ccc(S(=O)(=O)N2CCN(c3ccc(C)cc3C)CC2)cc1	-1.6	8.9
53	COC(=O)c1c(NC(=O)COC(=O)CNC(=O)C2CCCCC2)sc(C)c1C	-1.2	13.8
54	Nc1nnnn1CC(=O)N/N=C/c1ccccn1	-0.4	8.9
55	COc1ccc(OC)c(NC(=O)CCn2c(=S)[nH]c3ccccc3c2=O)c1	-1.0	14.6
56	COc1cccc(Cn2nc(C(=O)O)c3ccccc3c2=O)c1	-0.8	24.0
57	CON(C)C(=O)CC(CNC(=O)OC(C)(C)C)c1ccc(Cl)cc1 (stereo not drawn)	-0.6	13.2
58	C=CCNC(=O)C1CCN(c2cc(C)nc(-c3ccccc3)n2)CC1	-0.4	23.1
59	COc1cc(OC)cc(C(=O)NNC(=O)CNC(=O)c2ccc(Br)o2)c1	0.7	14.8
60	Cc1c(C)c2ccc(OCC(=O)NCc3ccccn3)cc2oc1=O	-0.5	5.2

Following part.
item	molecule	STK33 kinase inh	OX1R FRET antag
61	Cc1ccc2c(c1)c1c3n2CCN(CC(O)CNC(C)C)C3CCC1 (stereo not drawn)	9.2	19.7
62	FC(F)(F)c1nnc(-c2ccccc2)nc1Sc1ccc(Cl)cc1	-1.5	7.8
63	Cc1ccc(NC(=O)COC(=O)CCc2nc3ccccc3n2-c2ccccc2)c(C)c1	-0.9	10.0
64	CCCNC(=O)NC(=O)COc1ccc(-c2ccc(C#N)cc2)cc1	-3.8	21.1
65	CNC(=O)Cn1nc(C)c(S(=O)(=O)N2CCOCC2)c1C	-0.4	5.4
66	COc1ccc(CCNC(=O)CCCCCNC(=O)N2CCn3c2nc2ccccc23)cc1OC	-1.1	16.4
67	COc1ccc(NC(=O)CSc2nnc(-c3ccco3)n2N)cc1Cl	-1.4	-0.1
68	C1=CC2=NC34CCCCC3CC3=C(CCCC3)N4C2=CC1=NC1CCCCC1 (stereo not drawn)	0.2	33.3
69	CC(=O)N[C@H]1[C@H](OC2CCCCC2)O[C@H](COC(C)=O)[C@@H](OC(C)=O)[C@@H]1OC(C)=O	-1.3	7.3
70	C=CCn1c(=O)c2c(nc3n2CCS3)n(C)c1=O	-1.4	19.8
71	CCC(NC(=O)NCc1ccccc1)(C(F)(F)F)C(F)(F)F	-0.9	9.6
72	CCc1cc(-c2n[nH]c(=S)n2Cc2ccccc2)cs1	-2.0	2.4
73	CN1CCN(S(=O)(=O)c2cccc(C(=O)NCc3ccccc3Cl)c2)CC1	-0.1	12.7
74	Cc1ccc(/C=C2\SC(=S)N(CCC(=O)NNC(=O)c3cccc(O)c3)C2=O)cc1	-1.7	15.3
75	Cc1cccc(Oc2nc(-c3cccc([N+](=O)[O-])c3)nc3ccccc23)c1C	-1.8	6.0

Next part.
item	molecule	STK33 kinase inh	OX1R FRET antag
76	O=C1N/C(=N\N=C\c2cccs2)SC1Cc1ccc(Cl)cc1 (stereo not drawn)	-1.4	8.6
77	C[C@@]12C(=O)Nc3ccc(Br)cc3C(=O)N1[C@H]1c3cc(Br)ccc3OC[C@@H]1[C@@H]2c1ccccc1	-1.2	15.0
78	CC1CC(OCC(O)CN2CCN(Cc3ccccc3)CC2)CC(C)(C)C1 (stereo not drawn)	-1.3	23.7
79	Cc1nc(C(F)(F)F)c(C(=O)NC(=O)Nc2ccc(OC(F)(F)F)cc2)s1	-1.2	12.4
80	O=C(C1CCN(S(=O)(=O)c2cccc3cccnc23)CC1)N1CCCC1	0.1	6.5
81	c1ccc2c(Oc3ccc4c(c3)OCO4)nncc2c1	-0.8	13.6
82	Cc1cc(S(=O)(=O)N2CCN(c3ccccn3)CC2)ccc1F	0.1	.
83	CCC1CCCCN1CCCNC(=O)CCCOc1cc(=O)n(C)c2ccccc12 (stereo not drawn)	-1.0	0.8
84	COc1ccc(NC(=O)CSc2n[nH]c(-c3ccco3)n2)cc1	0.9	-2.1
85	COC(=O)CSc1nnc(CNC(=O)c2ccc(S(=O)(=O)N(C)C)cc2)n1C	-0.3	2.7
86	C/C(=N/NC(=O)c1ccc(C)s1)c1cccc(NC(=O)COc2ccc(Cl)cc2C)c1	0.4	16.2
87	CCS(=O)(=O)N1CCN(c2ccccc2F)CC1	-1.2	3.3
88	COc1cc2sc3ccc(-c4ccc5[nH]ccc5c4)cc3c(=O)c2cc1OC	-0.7	40.5
89	CSCC[C@H](NC(=O)C1CCN(S(=O)(=O)c2ccc(C)cc2)CC1)C(=O)NCC1CCCO1 (stereo partly drawn)	-0.6	6.5
90	O=C(CCc1ccccc1)NNC(=O)Nc1cccc(Cl)c1	-4.1	8.7

Next compounds:
item	molecule	STK33 kinase inh	OX1R FRET antag
91	COc1ccc(-n2cc(-c3ccccc3)c3c(NN4CCOCC4)ncnc32)cc1	-0.2	27.4
92	COc1ccccc1CNC(=O)CSc1ncc(C(=O)Nc2ccccc2)c(=O)n1C	-0.1	25.0
93	Cc1ccc(S(=O)(=O)c2c(N)n(CC3CCOC3)c3nc4ccccc4nc23)cc1 (stereo not drawn)	-1.8	13.0
94	COc1cc(/C=C/C(=O)OCC(=O)Nc2ccc(S(=O)(=O)N3CCCC3)cc2)ccc1O	0.0	8.9
95	CC(C)c1ccc(S(=O)(=O)N2CCN(C(=O)n3ccnc3)CC2)cc1	-0.9	7.2
96	Cc1ccc(C)c(N2C(=O)CC(Cc3ccc(Cl)cc3)C2=O)c1 (stereo not drawn)	-0.3	1.5
97	CCc1cc(Br)ccc1N1C(=O)C2CC=CCC2C1=O (stereo not drawn)	1.1	8.9
98	O=C(/C=C(\O)c1ccccc1)C(=O)NNC(=O)c1ccccc1	-2.5	2.4
99	O=C(Cc1ccccc1)NNc1ccc2ccccc2c1	-0.6	12.9
100	CN(CC1CCOCC1)C(=O)CC1C(=O)NCCN1Cc1ccc(-c2ccccc2)cc1 (stereo not drawn)	0.2	11.9
101	COc1ccc(C(=O)N/C(=C\c2cccc3ccccc23)C(=O)N2CCN(C)CC2)cc1OC	-0.5	12.7
102	Cc1ccc(OCC(=O)Nc2ccc3c(c2)nc(CCN2CCC(C)CC2)n3C)cc1	-1.6	3.3
103	CCN(CC)C(=O)c1sc2c(c1C)c(=O)n(-c1ccc(OC)cc1OC)c(=O)n2CC(=O)c1ccccc1	-2.0	-7.0
104	Cc1csc(C(C#N)C(=O)c2ccncc2)n1 (stereo not drawn)	0.4	23.1
105	Cc1ccc([N+](=O)[O-])cc1N1C(=O)CS/C1=N\NC(=O)c1cccnc1	-1.7	18.9

Single records (already shown).
Profile of Cc1ccc(OCC(=O)Nc2ccc3c(c2)nc(CCN2CCC(C)CC2)n3C)cc1 : STK33 kinase inh = -1.6; OX1R FRET antag = 3.3
Profile of O=C(Cc1ccccc1)NNc1ccc2ccccc2c1 : STK33 kinase inh = -0.6; OX1R FRET antag = 12.9

(more compounds)
item	molecule	STK33 kinase inh	OX1R FRET antag
106	COC(=O)c1ccccc1NC(=O)c1cc2sccc2n1C	-0.5	7.4
107	O/N=C/c1ccccc1Oc1ccc(Cl)cc1	0.5	-11.8
108	COCC1CCN(C(=O)c2cc(COc3cncc(Cl)c3)on2)C1 (stereo not drawn)	-0.4	8.0
109	O=C(CSc1nnc(-c2ccco2)o1)c1ccccc1	-0.3	11.3
110	Cc1ccc(C)c(NCCC#N)c1	-0.7	10.7
111	N=C1S/C(=C\c2ccccc2F)C(=O)N1c1ccc(F)cc1	-0.6	4.2
112	O=C(CCS(=O)NCc1ccccc1)NCc1ccccc1 (stereo not drawn)	-1.0	4.2
113	CC1SC(c2cccc(Cl)c2)NC1=O (stereo not drawn)	-0.6	12.9
114	Cc1cccc(C)c1NC(=O)C(C)N1CCCCC1 (stereo not drawn)	-0.3	6.6
115	O=C(Nc1ccc(Br)c2cccnc12)c1ccc(Cn2cc([N+](=O)[O-])cn2)o1	1.2	10.8
116	COc1ccc(/C=C2/C(=O)ON=C2C)cc1Cl	-1.0	2.7
117	Cc1ccc(/C=N\NC(=O)c2csnn2)cc1	-0.2	18.6
